Cneo AK release: Cryptococcus neoformans lysis via adenylate kinase release | 0.2% of 360,000 active | AID 651654 | C. neoformans lysis, adenylate kinase release luminescence, 4 h; normalised: neutral wells 0, clomiphene wells 100 | lysis activity, % at 15 µM;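 active = mean lysis activity across replicates of at least 80%, whatever share of replicates individually reach that level; inactive = mean lysis activity below 80%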
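Schedule: static 4 h at 37 °C with compound, 1 h detection; system: C. neoformans cells; benchmarks: Clomiphene as positive control; buffer or medium: fresh YPD medium; measure: luminescence rise reflecting yeast cell lysis; measured by: luminescent adenylate kinase detection reagent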
GSIS activator: GLuc luminescence reporter in INS-1E cells, primary screen for activators of glucose-dependent secretion of insulin. INS-1E GLuc reporter insulin secretion, 2-3 h. activation, % at 16.6 µM. 0.61% of 370,000 active. AID 743287;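 active = lowest replicate activation of at least 40%, so every replicate reaches that level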;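 note: 0% = median of neutral control wells and 100% = median of IBMX positive control wells; some compounds called inactive have numbers as strong as hits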
LGR2 antag: Drosophila LGR2 receptor signaling inhibition | HEK293 LGR2, CRE-luciferase, bursicon-stimulated, 4 h | inhibition, % at 9.99 µM | 0.35% of 380,000 active;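 active = drop in luminescence signal, shown as inhibition above about 50% in the replicate tests, limit read from the data, passing the limit was not always enough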;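 note: agonist challenge used bursicon conditioned medium at about half maximal strength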
C2C12 statin: suppression of simvastatin myotoxicity | C2C12 myotubes + simvastatin, ATP luminescence, 48 h; scaled: DMSO 0, geranylgeraniol control 100 | rescue of ATP level, % at 7.49 µM | 0.78% of 330,000 active | AID 602340;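 active = mean ATP rescue above about 67%, or every replicate alone reaching that limit, limit read from the data, passing the limit was not always enough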;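 note: myotubes were challenged with 10 µM simvastatin during compound exposure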
PGC1a acetyl inh: modulators of PGC1a acetylation. inhibition, % at 15.6 µM. U2OS PGC1a acetylation, AlphaScreen anti-acetyl-lysine; with virally co-expressed GCN5 acetyltransferase. 0.17% of 350,000 active;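 active = every replicate shows inhibition of at least 40%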;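 note: 0% = neutral control wells and 100% = positive control wells; some results beyond the cut were filed as inactive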
PAX8 inh HTS: PAX8 transcriptional activity inhibition; inhibition, % at 12.6 µM; 1.2% of 360,000 active; AID 652154; RMG-I TPO-luciferase reporter, SteadyGlo, 24 h;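 active = mean replicate inhibition at least 60% with every replicate also reaching 60%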;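 note: luciferase light reporting Pax8 driven TPO promoter activity; plate controls were median of neutral control wells for no effect and mitoxantrone controls for full effect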
ARNT-TACC3 inh: disrupts binding between human ARNT and TACC3 | AlphaScreen His-ARNT PAS-B/GST-TACC3 binding, luminescence; TACC3 fragment carries E629A point mutation | inhibition, % at 9.99 µM | 0.66% of 390,000 active | AID 623870;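 active = mean inhibition of replicates at least 50% and at least half of replicates each reaching 50%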;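 note: 0% = complete ARNT plus TACC3 wells and 100% = ARNT alone without TACC3; many hits fall short of the cut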
PglD DTNB: PglD (C. jejuni) enzyme inhibition | purified PglD enzyme, DTNB colorimetric CoA detection | inhibition, % at 12.5 µM | 0.098% of 360,000 active; in the data active = inhibition above about 16%, passing the limit was not always enough; note: strong numbers were not always called active
* hit, by the source's call; . = no result given; & = joins results of further samples.

Codes – A = Cneo AK release; B = GSIS activator; C = LGR2 antag; D = C2C12 statin; E = PGC1a acetyl inh; F = PAX8 inh HTS; G = ARNT-TACC3 inh; H = PglD DTNB
CN(CC(=O)Nc1ccc(F)c(F)c1F)C(=O)c1ccc(N2CCCC2=O)cc1
  A: 2	B: 1	C: -1	D: -24	E: -17	F: .	G: 5	H: 0

CC(OC(=O)CC1CCCC1)C(=O)Nc1ccc(S(N)(=O)=O)cc1 (stereo not drawn)
  A: .	B: -2	C: -13	D: -7	E: .	F: -3	G: -2	H: .

O=C(CCCOc1ccc(Cl)cc1)Nc1cccc(C(=O)O)c1
  A: -31	B: -2	C: .	D: 5	E: 10	F: -3	G: -1	H: 9

COc1ccc([Si](C)(C)[C@@H]2[C@@H](CCO)O[C@]3(C(=O)N(Cc4ccccc4)c4ccc(N5CCCCC5=O)cc43)[C@H]2C)cc1
  A: 67	B: .	C: .	D: .	E: -17	F: 35	G: -8	H: 1

Cc1ccc(-c2nc(Cl)nc3ccccc23)cc1
  A: .	B: 27	C: 9	D: .	E: 3	F: 5	G: -1	H: .

O=C(Nc1ccccc1)N1C[C@H]2[C@@H](c3ccccc31)[C@@H](CO)N2C(=O)c1ccccc1F
  A: -2	B: -5	C: 8	D: -3	E: 4	F: -4	G: -5	H: 5

CCc1ccc([C@@H]2CC(=O)[C@@H]3CN(S(=O)(=O)c4ccc(C)cc4)[C@H](c4ccc(Cl)cc4)C[C@@H]3N2S(=O)(=O)c2ccc(C)cc2)cc1
  A: 24	B: .	C: .	D: -3	E: -20	F: 21	G: .	H: 2

Cc1ccc(SCC(=O)Nc2ccc(N3CCOCC3)cc2)cc1
  A: .	B: 11	C: -15	D: .	E: .	F: 5	G: -7	H: .

O=C(C1CCOCC1)N1CC(=O)N2[C@@H](CO)[C@H](c3ccc(C#CC4CCCCC4)cc3)[C@@H]2C1
  A: .	B: 8	C: -5	D: .	E: -7	F: -3	G: .	H: .

CCc1ccc(C2=NN(CCC(=O)NC(C)CCc3ccccc3)C(=O)CC2)cc1 (stereo not drawn)
  A: -1	B: -26	C: 8	D: 12	E: 5	F: 28	G: 3	H: -5

O=[N+]([O-])c1cccc(S(=O)(=O)NCc2ccncc2)c1
  A: -1	B: -74	C: 10	D: 0	E: 8	F: 17	G: -7	H: 5

Cc1nnc(Nc2ccccc2F)s1
  A: .	B: 5	C: -16	D: .	E: .	F: 15	G: -9	H: .

C[C@H](CO)N1C[C@H](C)[C@H](CN(C)Cc2ccc(Oc3ccccc3)cc2)Oc2ccc(NC(=O)CCCN(C)C)cc2CC1=O
  A: 49	B: 1	C: 2	D: -3	E: -6	F: 9	G: 17	H: 4

CCCC(=O)N1CCN(c2nc3ccccc3s2)CC1
  A: -4	B: -3	C: -35	D: 1	E: -13	F: -101	G: 0	H: -2

O=C(NC(=O)c1cccc(OC(F)(F)C(F)F)c1)OC1CCS(=O)(=O)C1 (stereo not drawn)
  A: 0	B: .	C: .	D: 12	E: 6	F: -10	G: -6	H: 3

O=C(CCN1C(=O)C2C3C=CC(C3)C2C1=O)NCCc1ccccc1Cl (stereo not drawn)
  A: -3	B: .	C: .	D: 1	E: 6	F: -19	G: -10	H: 0

Cc1noc(C)c1NC(=O)Nc1ccc2c(c1)CC(=O)N([C@H](C)CO)C[C@H](C)[C@@H](CN(C)Cc1ccc(Oc3ccccc3)cc1)O2
  A: 0	B: -6	C: 11	D: 103*	E: -1	F: 18	G: 13	H: -4

CC(=O)c1c(NCCc2ccccc2)cc(C)oc1=O
  A: 1	B: 21	C: -10	D: 2	E: 0	F: .	G: 17	H: 3

CCCn1c(N)c(C(=O)CN(C)CC(=O)Nc2cccc(F)c2)c(=O)[nH]c1=O
  A: 0	B: 5	C: 19	D: -9	E: 9	F: 13	G: -2	H: 6

CCOc1ccc(C(=O)/C=C/c2ccc(SC)cc2)cc1
  A: 0	B: -10	C: -6	D: 4	E: -1	F: .	G: -2	H: -1

C[C@@H]1CN([C@@H](C)CO)C(=O)c2cc(NS(=O)(=O)c3cccs3)ccc2O[C@H]1CN(C)S(C)(=O)=O
  A: 1	B: 2	C: -5	D: 63	E: 13	F: .	G: -6	H: -1

O=C(C[C@@H]1C=C[C@@H](NC(=O)C2CCC2)[C@H](CO)O1)NC1CCC1
  A: 96*	B: 5	C: -1	D: 5	E: -3	F: -46	G: -19	H: 1

O=C(CSc1ccccc1)Nc1nnc(COc2ccc(Cl)cc2)s1
  A: .	B: 8	C: 1	D: .	E: .	F: 26	G: -4	H: .

O=C(N[C@@H](Cc1c[nH]c2ccccc12)C(=O)O)C1CCN(S(=O)(=O)c2ccc(Cl)cc2)CC1
  A: 0	B: 9	C: -3	D: 29	E: .	F: 4	G: .	H: -9

Cc1ccc(Nc2ccccc2N)cc1
  A: 11	B: 4	C: -29	D: 5	E: 0	F: -11	G: 14	H: -1

CCN(Cc1ccccc1)C(=O)CN1C(=O)COc2ccc(S(=O)(=O)N3CCCCCC3)cc21
  A: 0	B: -16	C: -11	D: -11	E: 7	F: -3	G: 6	H: 5

CC(C)N(C(=O)[C@H]1C[C@H](CC(=O)NCCN2CCOCC2)C(=O)N2CCc3c([nH]c4cc(-c5ccco5)ccc34)[C@]12C)C(C)C
  A: 2	B: -22	C: 10	D: 16	E: .	F: 11	G: 6	H: -1

OCCNc1nc(NCc2ccccc2)c2ccccc2n1
  A: 0	B: 18	C: -4	D: -27	E: 0	F: 10	G: 2	H: -8

CCC1(C)Cc2ccccc2-c2nc3n(c(=O)c21)CCCCC3 (stereo not drawn)
  A: 1	B: -21	C: 3	D: 6	E: -60	F: .	G: -8	H: 1

Cc1ccc(C)c(NC(=O)Cc2nc(CCl)cs2)c1
  A: -4	B: -2	C: 8	D: .	E: 1	F: -10	G: 11	H: -2

COc1ccc(NC(=O)Nc2ccc3c(c2)C(=O)N([C@@H](C)CO)C[C@@H](C)[C@H](CN(C)C(=O)Nc2ccccc2)O3)cc1
  A: 0	B: 11	C: 20	D: 2	E: 4	F: .	G: -11	H: 2

C[C@@H]1CCCCO[C@@H](CN(C)S(=O)(=O)c2cn(C)cn2)[C@@H](C)CN([C@H](C)CO)C(=O)c2cc(NC(=O)c3ccccc3)ccc2O1
  A: -2	B: 13	C: 6	D: .	E: -3	F: 6	G: -2	H: 1

COC(=O)c1ccc(OCC(O)CN(CC(C)C)CC(C)C)cc1 (stereo not drawn)
  A: 1	B: .	C: .	D: -23	E: -10	F: .	G: 0	H: -3

CCn1c(SCC(N)=O)nc2cc(S(=O)(=O)N3CCOCC3)ccc21
  A: .	B: -2	C: -11	D: .	E: .	F: 6	G: -8	H: .

O=C(Nc1ccc(Br)cc1)C1CCCN1S(=O)(=O)c1cccs1 (stereo not drawn)
  A: 0	B: .	C: .	D: 139*	E: 8	F: .	G: 4	H: -12

N#C[C@@H]1[C@@H](c2ccc(C3=CCCCC3)cc2)[C@@H](CO)N1S(=O)(=O)c1ccccc1
  A: -2	B: -1	C: 5	D: -61	E: -9	F: 17	G: -1	H: 2

COc1ccccc1-c1cc(NC(C)=O)c2ncc(-c3ccccc3)n2c1
  A: 2	B: 5	C: -17	D: -4	E: -8	F: -21	G: .	H: -4

CCCNC(=O)c1oc2ccc3c(c2c1C)C(O)CC(C)(C)O3 (stereo not drawn)
  A: 5	B: -1	C: 3	D: -1	E: 3	F: -15	G: 31	H: 8

COCCOC(=O)N1C(=O)[C@@]2(c3ccccc31)[C@H](c1ccccc1OCCO)N1[C@H](c3ccccc3)[C@H](c3ccccc3)OC(=O)[C@H]1[C@@H]2C(=O)NC[C@H](O)c1ccccc1
  A: -1	B: .	C: .	D: .	E: .	F: 109*	G: -8	H: -5

CCCNC(=O)N[C@@H]1CC[C@H](CC(=O)N2CCN(C)CC2)O[C@H]1CO
  A: -3	B: 14	C: 4	D: 8	E: 12	F: -15	G: 0	H: -4

CC(CCc1ccc(O)cc1)NC1C2CC3CC(C2)CC1C3 (stereo not drawn)
  A: .	B: 11	C: -8	D: .	E: .	F: 19	G: -8	H: .

CC(C)Oc1ccc(CCC(=O)N/N=C/c2ccncc2)cc1
  A: 2	B: -10	C: -12	D: -8	E: -10	F: -20	G: .	H: 5

CCOc1ccccc1NC(=O)C(=O)/C=C(\O)c1cc(OC)ccc1OC
  A: 0	B: .	C: .	D: .	E: .	F: 4	G: -2	H: 0

Cc1ccccc1-c1ccc(Nc2ccc(C(=O)N3CCOCC3)cc2)nn1
  A: 0	B: -9	C: -1	D: 6	E: 6	F: .	G: 3	H: 0

O=C(c1cccnc1)N1C[C@@H]2[C@H](c3ccccc31)[C@H](CO)N2C(=O)C1CCOCC1
  A: -3	B: 12	C: -4	D: 4	E: 2	F: -10	G: 2	H: -1

Cc1ccccc1Cn1c(=O)n(CCCC(=O)NCc2ccco2)c(=O)c2sccc21
  A: -1	B: 25	C: .	D: 12	E: -18	F: 14	G: 24	H: 4

C[C@@H]1CN([C@@H](C)CO)C(=O)c2cc(NC(=O)c3ccncc3)ccc2O[C@H]1CN(C)S(C)(=O)=O
  A: 9	B: 13	C: -6	D: 8	E: -3	F: 3	G: .	H: 0

CC(=O)NC(CC(=O)Nc1nccs1)c1ccccc1 (stereo not drawn)
  A: 1	B: 7	C: -22	D: -4	E: 6	F: -14	G: -2	H: -3

CN(C)CCCCNCCCNC(=O)/C=N\O
  A: -2	B: .	C: .	D: -7	E: -5	F: .	G: 8	H: -5

CCCNC(=O)N(C)C[C@H]1Oc2ncc(C#CCc3ccccc3)cc2C(=O)N([C@H](C)CO)C[C@H]1C
  A: -2&4	B: -30	C: 3	D: 2&14	E: -2&-19	F: -8&-6	G: -5	H: -2&1

(listing goes on)
Codes – A = Cneo AK release; B = GSIS activator; C = LGR2 antag; D = C2C12 statin; E = PGC1a acetyl inh; F = PAX8 inh HTS; G = ARNT-TACC3 inh; H = PglD DTNB
O=C(CN1CCN(C(=O)c2ccccc2)CC1)Nc1ccc(Cl)cc1F
  A: 0	B: 9	C: 5	D: -1	E: .	F: 16	G: -15	H: 7

CCCn1c(O)c(CN2CCCC(C)C2)c(C)c(C#N)c1=O (stereo not drawn)
  A: -3	B: .	C: .	D: .	E: 12	F: 2	G: 3	H: 0

COc1ccccc1C(=O)NNC(=O)C(=O)NC(C)C
  A: .	B: -5	C: -20	D: .	E: 4	F: 6	G: 1	H: .

Cc1cccc(N2CCN(C(=O)c3ccncc3)CC2C)c1 (stereo not drawn)
  A: -2	B: .	C: .	D: -6	E: -1	F: 11	G: -9	H: -1

Cc1ccc(N(C(=O)CNC(=O)c2ccco2)C(C(=O)NCC2CCCO2)c2ccccc2)cc1 (stereo not drawn)
  A: 2	B: .	C: .	D: 3	E: 9	F: .	G: 0	H: 5

Bioassay records deposited in PubChem by Broad Institute.
